SRC3 TRFRET art: TR-FRET artefact, counter-screen to PPARgamma/SRC-3 agonist assay | PPARgamma/SRC-3 format; stronger effect = higher value | TR-FRET ratio at 8 µM | actives 0.39% (n = 99,000); in the data active = TR-FRET ratio above about 2000; also: inactives centre near 1600; reference of the scale not given here
SRC1 TRFRET art: counter-screen for PPARgamma SRC-1 recruitment agonists: TR-FRET artefact; TR-FRET detection artefact counter-screen, emission ratio; stronger effect = higher value; TR-FRET ratio at 8 µM; actives 0.34% (n = 99,000); in the data active = TR-FRET ratio above about 2300; also: inactives centre near 1800; reference of the scale not given here
The depositor's hits bear a star. This is a subset; the hit share may differ from the screen's.

Start of the listing, in advance (5 entries):
compound | SRC3 TRFRET art | SRC1 TRFRET art
CCOc1nc(-c2ccc(Cl)cc2)nc2ccccc12 | 1635 | 1826
Cc1ccc(OCCNc2ccc(C(F)(F)F)cc2[N+](=O)[O-])cc1 | 1640 | 1856
S=C(NCc1ccccn1)Nc1ccc(Br)cc1Cl | 1568 | 1780
Cc1cccc(NC(=O)c2cc3c([nH]c4ccccc43)c(C)n2)c1C | 1429 | 1785
CCOc1ccc(OCCn2ccnc2)cc1 | 1635 | 1769

The list itself, previewed entries included:
compound | SRC3 TRFRET art | SRC1 TRFRET art
CCOc1nc(-c2ccc(Cl)cc2)nc2ccccc12 | 1635 | 1826
Cc1ccc(OCCNc2ccc(C(F)(F)F)cc2[N+](=O)[O-])cc1 | 1640 | 1856
S=C(NCc1ccccn1)Nc1ccc(Br)cc1Cl | 1568 | 1780
Cc1cccc(NC(=O)c2cc3c([nH]c4ccccc43)c(C)n2)c1C | 1429 | 1785
CCOc1ccc(OCCn2ccnc2)cc1 | 1635 | 1769
Cc1cc(S(=O)(=O)NC2CCCCC2)ccc1-n1cnnn1 | 1564 | 1512
Cc1ccc(-n2nc(C)c3c2OC(N)=C(C#N)C3c2cccs2)cc1 (stereo not drawn) | 1740 | 2144
CCCNC(=O)CC(NS(=O)(=O)c1ccc(NC(C)=O)cc1)C(C)C (stereo not drawn) | 1503 | 1728

(list continues)
compound | SRC3 TRFRET art | SRC1 TRFRET art
O=C(CCNC(=O)c1ccc([N+](=O)[O-])cc1)Nc1ccccc1N1CCOCC1 | 1617 | 1602
COc1ccc(CCNC(=O)C23CCC(C)(C(=O)C2=O)C3(C)C)cc1OC (stereo not drawn) | 1523 | 1830
COc1ccccc1N1CCN(/N=C/c2cccc(OC)c2O)CC1 | 1592 | 1836
CC(C)c1ccccc1-n1cc[nH]c1=S | 1536 | 1681
O=c1oc(-c2cccs2)nc2ccc(Cl)cc12 | 1563 | 1903
CCCCn1cnc2c(sc3nc4c(cc32)CSC(C)(C)C4)c1=O | 1647 | 1886
Cc1ccsc1C(=O)OCC(=O)N1CCc2ccccc2C1 | 1651 | 1835
Cc1cccc(-c2nc(Nc3ccc(N4CCOCC4)cc3)c3ccccc3n2)c1 | 1664 | 1764

Continuation.
compound | SRC3 TRFRET art | SRC1 TRFRET art
CCNc1nc(=S)nc(NC(C)C)[nH]1 | 1674 | 1560
O=C(CCc1nnc(CCCCc2ccccc2)o1)NCCn1cccn1 | 1604 | 1883
Cc1ccc(C)c(NC(=O)C(NCC(C)(C)N2CCOCC2)c2ccccc2)c1 (stereo not drawn) | 1658 | 1731
CCOC(=O)C1=NN(C(C)=O)C2(CC(=O)N(c3ccc(C)c(C)c3)C2=O)C1 (stereo not drawn) | 1844 | 1804
CN(CCc1ccccn1)C(=O)CCC1CCCN(C(=O)c2n[nH]c3c2CCCC3)C1 (stereo not drawn) | 1591 | 1685
Cc1ccc(OCCN2CCN(c3nc(NCc4ccco4)c4ccccc4n3)CC2)cc1 | 1567 | 1793
O=[N+]([O-])c1cccc(S(=O)(=O)N/N=C/c2ccc(O)cc2)c1 | 1720 | 1809
O=C(CCC(=O)Nc1ccccc1Cl)N/N=C1\CCCc2ccccc21 | 1652 | 1616

(list continues)
compound | SRC3 TRFRET art | SRC1 TRFRET art
Cc1nn(C)c(C)c1CNC(=O)Nc1ccc(Cl)cc1 | 1511 | 1621
C=CCn1c(SCc2ccc(Cl)c(Cl)c2)nnc1C(CO)NC(=O)c1ccc(OC)cc1 (stereo not drawn) | 1451 | 1583
COc1ccc2c(c1)CCC1C2=NN(/C(C)=C\C(C)=O)C1c1ccc(F)cc1 (stereo not drawn) | 1587 | 2040
COc1ccc(C(=O)N/N=C/c2ccc(OC(=O)c3cccc4ccccc34)c([N+](=O)[O-])c2)cc1 | 1650 | 1558
COCCOC(=O)N/C=C\c1nc2ccccc2c(=O)[nH]1 | 1495 | 1916
Cc1cnc([N+](=O)[O-])n1CCOC(=O)NC(=O)c1ccc(F)cc1 | 1414 | 1733
CC1(C)CC(=O)C(Sc2ccccc2[N+](=O)[O-])=C(O)C1 | 1560 | 1942
CCCC1=NN(C(=O)C(=O)Nc2ccc(Br)cc2)C(O)(C(F)(F)F)C1 (stereo not drawn) | 1452 | 1737

The listing continues:
compound | SRC3 TRFRET art | SRC1 TRFRET art
CCCC(=O)Nc1nc2ccc(NC(=O)c3c(F)c(F)c(OC)c(F)c3F)cc2s1 | 1577 | 1707
CC[C@H](C)[C@@H]1NC(=O)c2cc([N+](=O)[O-])cc(F)c2NCCCC[C@@H](C(N)=O)NC(=O)[C@H](CC(N)=O)NC1=O | 1566 | 1936
CCOC(=O)C(Cc1ccccc1)c1ccnc2ncnn12 (stereo not drawn) | 1498 | 1671
CCNC(=O)COC(=O)CCNC(=O)c1cccc(C)c1 | 1484 | 1644
Cc1ccc(NC(=O)CSc2nc(C)c(C)c(C)n2)c([N+](=O)[O-])c1 | 1667 | 1943
Cc1cc(NC(=O)/C=C/c2ccc(Br)cc2)no1 | 1300 | 1704
COC(=O)c1ccc(C(=O)OC)c(NC(=O)C(C)(C)C)c1 | 1496 | 3181*
CCOP(=O)(OCC)C(Nc1cccc(C(F)(F)F)c1)c1ccc(F)cc1 (stereo not drawn) | 1605 | 1858

Next entries
compound | SRC3 TRFRET art | SRC1 TRFRET art
O=C(CC1C(=O)NCCN1CC1CCCCC1)NCCc1ccc(F)cc1 (stereo not drawn) | 1647 | 1713
COc1cccc(OCC(O)CN2CCN(CCN3C(=O)c4cccc5cccc(c45)C3=O)CC2)c1 (stereo not drawn) | 1474 | 1818
Cn1c(C(=O)NCC2CCCO2)cc2c(=O)n(C)c3ccccc3c21 (stereo not drawn) | 1668 | 1425
O=c1oc2ccccc2c(O)c1CN1CCCCC1 | 1593 | 1479
CCNC(=S)N(Cc1ccco1)Cc1cc2cc(OCC)ccc2[nH]c1=O | 1367 | 1579
CCOc1ccc(NC(=O)NC(=O)N(C)S(=O)(=O)c2ccc(C)cc2)cc1 | 1574 | 1576
CC(C)(C)C1CCC2(CC1)C(C#N)=C(SCC(=O)Nc1ccccc1)NC(=O)C2C#N (stereo not drawn) | 1450 | 1935
COc1ccc(N2C(=O)c3ccccc3NC2c2cccnc2)cc1 (stereo not drawn) | 1655 | 1787

Following part
compound | SRC3 TRFRET art | SRC1 TRFRET art
O=C(N/N=C\c1cc(Br)ccc1O)c1ccc(S(=O)(=O)N2CCCCC2)cc1 | 1547 | 1789
Cc1nc2ccccc2c(=O)n1NC(=O)Cc1ccc([N+](=O)[O-])cc1 | 1359 | 1775
CSc1ccc(NC(=O)Nc2cccn(Cc3ccccc3F)c2=O)cc1 | 1709 | 1841
CC(NC(=O)CCCCCCN1C(=O)c2ccccc2C1=O)c1ccc2c(c1)CCCC2 (stereo not drawn) | 1427 | 1632
Cc1ccc(S(=O)(=O)Nc2nccs2)cc1[N+](=O)[O-] | 1566 | 1756
Cn1cc(Br)c(C(=O)NC(=S)Nc2ccc(S(N)(=O)=O)cc2)n1 | 1801 | 1825
NC1=NC(=O)C(Cc2cccc(Cl)c2Cl)S1 (stereo not drawn) | 1446 | 1690
CC(C)OC(=O)Nc1ccc(Oc2c(F)c(F)c(F)c(F)c2F)cc1 | 1613 | 1979

Carrying on.
compound | SRC3 TRFRET art | SRC1 TRFRET art
Cc1nc2ccccc2n2c(O)c(CC(=O)O)cc12 | 1556 | 1941
Cc1ccc(N(C(=O)c2nsc(Cl)c2Cl)C(C(=O)NC2CCCC2)c2ccc(O)cc2)cc1C (stereo not drawn) | 1481 | 2173
CN(Cc1nc(-c2cccs2)no1)CC(O)c1ccccc1 (stereo not drawn) | 1752 | 1474
CCN(CC)S(=O)(=O)c1cc(C(=O)OCC(=O)Nc2cccc(S(=O)(=O)N(C)C)c2)ccc1F | 1911 | 1957
CCc1ccc(C2CC(c3ccccc3C)n3nc(N)nc3N2)cc1 (stereo not drawn) | 1452 | 1758
COc1ccc2c(c1)nc(NCCO)n2C | 1669 | 1850
COc1ccc(-n2nc([N+](=O)[O-])c(=NCCc3ccc(C)cc3)n2O)cc1 | 1346 | 1706
O=C(/C=C\c1cn(-c2ccccc2)nc1-c1cccs1)N1CCOCC1 | 1731 | 1843

Following part.
compound | SRC3 TRFRET art | SRC1 TRFRET art
O=C(C1CCN(Cc2ccc(OCc3ccccc3)cc2)CC1)N1CCCC1 | 1589 | 1783
COc1ccc(-c2nc3c(-c4ccc(F)cc4)cnn3cc2C)cc1F | 1602 | 1817
O=C(NNC(=S)Nc1ccccc1)c1cccs1 | 1475 | 1566
CC1CCCCC1NC(=O)/C(C#N)=C/c1ccc(F)c(F)c1 (stereo not drawn) | 1503 | 1741
CC(=C/c1ccc(C(C)C)cc1)/C=N/NC(=O)Cn1nc(C)cc1C | 1472 | 1768
COc1ccc(CSc2nnc(C)s2)cc1F | 1482 | 1484
CCC(=O)Nc1cccc(NC(=O)c2ccc(C)cc2Cl)c1 | 1340 | 2009
O=C1c2cc(S(=O)(=O)NCCO)ccc2-c2ccc(S(=O)(=O)NCCO)cc21 | 1630 | 1548

(continued)
compound | SRC3 TRFRET art | SRC1 TRFRET art
CC1CCN(CCC(=O)N/N=C/c2ccc([N+](=O)[O-])cc2)CC1 | 1527 | 1711
O=C(Nc1cccc(-c2ccc3nncn3n2)c1)c1ccco1 | 1549 | 1684
Cc1ccc(OCCNC(=O)C2CCCCC2)cc1 | 1544 | 1653
CSc1ccc(CN(C)CC(=O)Nc2cccc(Br)c2)cc1 | 1622 | 1478
CC1CCCC(C)N1/N=C/c1ccccc1C(=O)O (stereo not drawn) | 1498 | 2023
O=C(Nn1c(C2CCCCC2)nc2ccccc2c1=O)c1ccc([N+](=O)[O-])cc1 | 1659 | 1784
CCn1cc(C(=O)OCC(=O)N2C(C)CCCC2C)c(=O)c2ccc(C)nc21 (stereo not drawn) | 1511 | 1753
Cc1c(N(CC(=O)O)S(=O)(=O)c2ccccc2)c(=O)n(-c2ccccc2)n1C | 1434 | 1961

Remaining list, next part:
compound | SRC3 TRFRET art | SRC1 TRFRET art
CO/N=C/c1cccn1-c1nccc(N(C)C)c1C#N | 1719 | 1816
Cc1nn(C(C)C(=O)NCc2ccco2)c(C)c1[N+](=O)[O-] (stereo not drawn) | 1484 | 1660
CN(C)C(=O)CSc1nc(-c2ccccc2)c(-c2ccccc2)o1 | 1537 | 1689
O=S(=O)(c1ccccc1)N(CC1CO1)c1cccc2ccccc12 (stereo not drawn) | 1466 | 1946
CCN(CC)S(=O)(=O)c1ccc(C)c(NC(=O)/C=C/c2cccs2)c1 | 1647 | 1599
CCc1nn(C(C)C(=O)Nc2cccc(C)c2C)c(=O)c2cc3occc3n12 (stereo not drawn) | 1512 | 1817
O=C1c2ccccc2S(=O)(=O)N1CC(O)COc1ccc(Cl)cc1 (stereo not drawn) | 1343 | 1615
O=C(NCCCN1CCc2ccccc2C1)C1CCN(c2nnc(-n3cccc3)s2)CC1 | 1674 | 1986

Additional results
compound | SRC3 TRFRET art | SRC1 TRFRET art
Cc1cc(C)c(C)c(S(=O)(=O)Nc2ccccc2C(=O)NCCCN2CCOCC2)c1C | 1390 | 1603
Cc1cc(C)n(-c2nc3c(c(=O)[nH]c(=O)n3C)n2C)n1 | 1562 | 1883
CCNC(=O)COc1ncnc2scc(-c3ccc(F)cc3)c12 | 1408 | 1787
COC(=O)c1ccccc1NC(=O)CCS(=O)(=O)c1ccc(Br)cc1 | 1500 | 2128
Nc1cc(-c2ccc(Cl)cc2)nn1-c1ccccc1 | 1731 | 1961
COc1ccc(CCN2C(=O)NC(NS(=O)(=O)c3ccc(NC(C)=O)cc3)(C(F)(F)F)C2=O)cc1OC (stereo not drawn) | 1634 | 2032
Clc1ccc2c(c1)C(N1CCNCC1)=Nc1ccccc1O2 | 1696 | 1529
Cc1cc(C(=O)CSc2nnc3ccccn23)c(C)n1-c1ccccc1 | 1595 | 1704

The list goes on.
compound | SRC3 TRFRET art | SRC1 TRFRET art
Cc1nn(CC(=O)NCc2ccccc2F)c(C)c1[N+](=O)[O-] | 1699 | 1775
CCOC(=O)c1sc(NC(=O)/C=C/c2c(F)cccc2Cl)nc1C | 1693 | 1980
Cc1[nH]c2ccccc2c1-c1csc(NC(=O)CSCCO)n1 | 1808 | 2074
O=C(NC(N1CCOCC1)C(Cl)(Cl)Cl)c1ccco1 (stereo not drawn) | 1448 | 1613
CCOC(=O)Cc1nnc(NC(=O)C(CC)Sc2nc(C)cc(=O)[nH]2)s1 (stereo not drawn) | 1653 | 1774
CCN(CC)C(=O)C[n+]1cccc(/C=N/O)c1 | 1595 | 1732
CC1CCN(C(=S)c2ccc(-c3ccc(Cl)cc3Cl)o2)CC1 | 1533 | 1792
O=C(CSc1nc2c(c(=O)n1-c1ccc(Cl)cc1)SCC2)NCc1ccco1 | 1884 | 1990

Entries of single compounds, quoted from the list. Screens in order: SRC3 TRFRET art	SRC1 TRFRET art
`O=C(NCCCN1CCc2ccccc2C1)C1CCN(c2nnc(-n3cccc3)s2)CC1` is entered as 1674	1986
`CCCNC(=O)CC(NS(=O)(=O)c1ccc(NC(C)=O)cc1)C(C)C` (stereo not drawn) is entered as 1503	1728

Continuation:
compound | SRC3 TRFRET art | SRC1 TRFRET art
COCCNC(=S)NC(=O)CC12CC3CC(CC(C3)C1)C2 | 1728 | 1907
COc1ccc(NC(=O)CSc2ccc(-c3ccccn3)nn2)cc1OC | 1589 | 1798
O=C(N/N=C/c1ccccn1)c1ccc(S(=O)(=O)N2CCCCCC2)cc1 | 1643 | 1559
CCOc1ccc2ccccc2c1CNc1nnnn1C | 1826 | 2068
COc1nc(NCc2cccnc2)nc(NC2CCCCC2)n1 | 1490 | 1927
COc1cc(/C=C/C(=O)OCC(=O)NCc2cccs2)ccc1OC(F)F | 1334 | 1662
COc1cc(SC#N)ccc1N=Cc1c(C)[nH]n(-c2ccc(C)c(C)c2)c1=O | 1815 | 1868

High-throughput results from PubChem BioAssay.
